pAkt inh = blocks phosphorylation of Akt. Neuro2A IGF-stimulated pAkt S473 HTRF, 20 min; stronger effect = lower value. activity change, % for hits at 50 µM. 360,000 compounds, 0.32% hits; in the data active = activity change below about -80%; inconclusive = mostly about -51% to -80%; note: % is set by controls: 0 for no effect and ±100 for the full control effect
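Single-point screen (50 µM final compound) in Neuro2A cells stimulated 20 min with 6 nM IGF at 37 deg C. After lysis, Ser473-phosphorylated Akt read by HTRF (ex 330 nm, em 615/665 nm) as the 665/615 ratio.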
MmCpn inh = blocks the Methanococcus maripaludis chaperonin Mm-Cpn; 330,000 compounds, 0.031% hits; Potency, µM (highest dose often 76.9 µM), for the others: at the highest dose activity, negative = inhibition, hits mostly inhibitors; purified Mm-Cpn ATPase, ADP Transcreener TR-FRET; note: potency is the fitted concentration of half-maximal effect; % is set by controls: 0 for no effect and ±100 for the full control effect; nearly all actives have a fitted effect of over 80% in size
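Reaction buffer contained 30 mM Tris pH 7.4, 100 mM KCl, 5 mM MgCl2 and 1 mM DTT. Mm-CPN (25 nM final) hydrolysed 10 uM ATP over 30 min at 37°C; ADP was read by HTRF.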
Nrf2 inh = blocks Nrf2 signaling. Potency, µM (highest dose often 46 µM), inactives show top-dose activity change, negative = inhibition, actives largely listed as inhibitors. 360,000 compounds, 2.1% hits. A549 ARE-Fluc reporter, luciferase luminescence, 18-24 h. AID 504444; note: potency is the fitted concentration of half-maximal effect; % is set by controls: 0 for no effect and ±100 for the full control effect; nearly all actives have a fitted effect of over 60% in size
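A549 ARE_Fluc cells, 5000/well, 5% FBS OPTI-MEM; compounds in dose-response, 18-24 h at 37 °C/5% CO2; CellTiter-Fluor viability read (Ex 405/Em 525), then BugLite luciferase luminescence = Nrf2 activity.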
TGFb inhibitor = blocks TGF-b signaling. HepG2 CAGA-GFP TGF-b/SMAD3 reporter, GFP fluorescence, 18 h; TGF-beta stimulated, 500 pg/mL final. Potency, µM (top dose mostly 46.1 µM), for the others: top-dose activity, negative = inhibition, actives largely listed as inhibitors. 410,000 compounds, 1.2% hits; note: potency is the fitted concentration of half-maximal effect; % is set by controls: 0 for no effect and ±100 for the full control effect; nearly all actives have a fitted effect of over 65% in size
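Smad-responsive CAGA-GFP expression was quantified in HEPG2 cells exposed to compounds and 500 pg/mL final TGF-beta for 18 h at 37 degrees C; unstimulated wells defined full inhibition.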
A549 tox = counter-screen for Nrf2 inhibitors: cytotoxicity in A549 cells; A549 ARE-Fluc cells, CellTiter-Fluor viability, 18-24 h; Potency, µM (series often up to 46 µM), for inactives: top-dose activity change, negative = cytotoxicity, most hits filed as inhibitors; 390,000 compounds, 0.16% hits; AID 504648; note: potency is the fitted concentration of half-maximal effect; % is set by controls: 0 for no effect and ±100 for the full control effect
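A549 ARE-Fluc cells in 5% FBS OPTI-MEM, 5000 cells/well, rested 2 h then exposed to compounds in concentration-response for 18-24 h at 37 °C. Viability by CellTiter-Fluor fluorescence (Ex 405/Em 525) after 30 min; luciferase luminescence (BugLite, 15 min, RT) read afterwards.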
S2 tox = reduces viability in counter-screen for ATXN expression inhibitors. S2 cells (HEK-293 line with an ATXN2-luciferase reporter) viability, CellTiter-Fluor protease fluorescence, 24 h. Potency, µM (series often up to 56.7 µM), hits mostly cytotoxic. 400,000 compounds, 0.49% hits; note: potency is the fitted concentration of half-maximal effect; nearly all actives have a fitted effect of over 40% in size
Nrf2 activator = activates Nrf2 signaling. AREc32 ARE-luciferase reporter (MCF7-derived line), luminescence, 24 h. Potency, µM (series often up to 46.1 µM), for the others: at the highest dose activation, most hits filed as activators. 410,000 compounds, 0.31% hits. AID 624171; note: potency is the fitted concentration of half-maximal effect; % of control where 0% means no effect; nearly all actives have a fitted effect of over 65% in size
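Nrf2 activation is followed as ARE-luciferase induction in the AREc32 line after one day of compound treatment; luminescence is read with Steady-Glo.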
HepG2 viability = HepG2 cytotoxicity, counter-screen for TGF-b inhibitors | HepG2 CAGA-GFP viability, ATP luminescence, 18 h | Potency, µM (titrated, usually from 46.1 µM), for the others: at the top dose activity change, negative = cytotoxicity, most hits filed as cytotoxic | 410,000 compounds, 0.76% hits; note: potency is the fitted concentration of half-maximal effect; some results filed as inactive show a strong effect at the top dose
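CellTiter-Glo luminescence gave cytotoxicity after 18 hours at 37 degrees C. The cells were HepG2 CAGA-GFP in 1% FBS DMEM, stimulated with 500 pg/mL TGF-beta after compound addition. %Activity was normalised to no-cell wells (complete cell-killing) and DMSO (no toxicity), and curves were fitted and classified.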
CCT chaperon mod = changes cytosolic chaperonin activity | purified chaperonin ATPase assay, HTRF ADP detection, 30 min | activity change, % (concentration not given with the values), hits read low | 360,000 compounds, 0.3% hits; in the data active = activity change below about -30%; note: % is set by controls: 0 for no effect and ±100 for the full control effect
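ATPase activity: ADP formed was measured by HTRF Transcreener (665/615 nm ratio) after 30 min at 37 deg C with 10 uM ATP. Compounds screened at one 76 uM concentration against 40 or 20 nM TRiC in Tris pH 7.4/KCl/MgCl2/DTT buffer.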
* hit, by the source's call; i = inactive; u = inconclusive; x = no result given; & = joins results of further samples; ! = repeats disagree; [ ] = another dose, or the depositor's remark. Unless noted, calls come from the whole dose curve; as a rule, active = well fitted curve in the direction sought with a large enough effect; inconclusive = small, poorly fitted or top-dose-only effect, or another doubt; inactive = no such curve, though single readings can be large; an effect the other way counts as inactive or inconclusive.

Below each SMILES – CCT chaperon mod	S2 tox	Nrf2 inh	pAkt inh	A549 tox	HepG2 viability	TGFb inhibitor	Nrf2 activator	MmCpn inh
- O=C(O)C1C2CCC(O2)C1C(=O)Nc1ccc(OC(F)F)cc1 (configuration not stated)
  0.0	i	2%	i	1%	-8%	-14%	2.6%	-1%
- COc1ccc2cc3[n+](cc2c1O)CCc1cc2c(cc1-3)OCO2
  1.3	u	x	i	x	x	x	6.0%	x
- CC(NC(=O)c1cc(-c2cccs2)on1)c1ccccc1 (configuration not stated)
  1.9	i	x	i	13%	-26%	-20%	0.2%	1%
- COC(=O)Cn1cnc2scc(-c3ccc(C)cc3)c2c1=O
  -4.5	i	1%	i	2%	-2%	11%	0.2%	-4%
- Cc1ccc(CC2C(=O)N(CC(=O)O)C(=O)C2C)cc1 (configuration not stated)
  2.0	x	1%	x	-1%	-18%	-10%	-0.3%	-1%
- Cc1cc(-n2cnnn2)cc(C)c1S(=O)(=O)N(C)c1ccccc1
  1.7	i	-21%	i	-13%	-1%	8%	-0.3%	0%
- CCc1ccccc1NC(=S)Nc1cc(OC)c(NC(=O)C(C)C)cc1OC
  -2.9	i	-17%	i	2%	2%	-3%	-0.4%	-7%
- CCN(CC)Cc1cc(C(C)(C)C)cc(N2CCOCC2)c1O
  -3.2	i	-19%	i	3%	-9%	25%	1.0%	x
- O=C(CNC(=O)c1ccc(F)cc1)OCc1cc(=O)n2nc(C3CCCCC3)sc2n1
  x	i	u	x	0%	0%	-28%	5.0%	x
- CC[C@@]12C(=O)N(c3cccc(Br)c3)C(=O)N1[C@H](c1ccc(Br)cc1)[C@@H]1C(=O)N(C(C)(C)C)C(=O)[C@@H]12
  -1.1	i	-13%	i	-12%	-2%	-19%	-0.4%	0%
- OC[C@@H]1CC[C@@H](Cc2ccc(-c3ccccc3)cc2)O1
  -0.7	i	u	i	8%	-14%	6%	6.6%	1%
- CCOC(=O)C1CCN(C(=O)COc2cc(C)c(Br)cc2C)CC1
  2.2	i	3%	i	0%	-20%	-23%	6.1%	0%
- CCOc1ccc(NC(=O)c2sc3nc(N4CCOCC4)c4c(c3c2N)CC(C)(C)OC4)cc1
  -0.6	i	u	x	14%	3%	-3%	-0.5%	-5%
- CC1(C(=O)NCC(F)(F)F)CCN1C(=O)Cc1ccc(-c2ccccc2)cc1 (configuration not stated)
  -0.5	i	x	i	x	-18%	0%	0.9%	x
- CC(OC(=O)c1ccccc1O)C(=O)Nc1ccc(Cl)cn1 (configuration not stated)
  -3.3	x	-7%	i	5%	-15%	-15%	6.8%	-3%
- CCN(CC)c1ccc(CN(C(=O)c2ccco2)C2CCS(=O)(=O)C2)cc1 (configuration not stated)
  -0.4	i	x	i	2%	-15%	-21%	0.3%	-1%
- CC1CCCC(NC(=O)c2ccc3snnc3c2)C1C (configuration not stated)
  -0.2	i	1%	x	7%	-21%	-13%	-0.7%	-1%
- COc1cc2c(cc1OC)C(C(=O)N1CCCCC1)C(c1ccccc1F)N(C)C2=O (configuration not stated)
  -0.3	i	13%	i	-1%	3%	-1%	-0.5%	-1%
- CC(=O)c1ccc(S(=O)(=O)N2CCN(C(=O)CSc3ccc(C)c(C)c3)CC2)cc1
  0.0	i	-16%	i	-17%	-8%	u	0.1%	-3%
- CCC(C)NC(=O)c1ccccc1NC(=O)C(C)N(c1ccccc1)S(C)(=O)=O (configuration not stated)
  -0.1	i	u	i	4%[1.84 µM]	-18%	-2%	-0.9%	1%
- CC(C)Nc1nc(NC(C)C)nc(Oc2ccc(OCc3ccccc3)nn2)n1
  0.5	i	x	i	-5%	24%	-30%	-0.8%	-1%
- O=C(NC1CCOC1=O)OCc1ccccc1 (configuration not stated)
  1.1	i	x	i	x	-66%	-26%	-0.5%	x
- CCCCN(CCCC)c1ncnc2nc[nH]c12
  -0.7	i	u	i	-5%	-10%	-1%	0.4%	-1%
- O=C(CN1CCN(Cc2ccccc2Cl)C1=O)NCc1ccco1
  -0.6	i	7%	i	5%	-3%	6%	-0.6%	-2%
- CC1CCC(C(C)C)C(OC(=O)Cn2c(-c3ccc(Br)cc3)[n+](C)c3ccccc32)C1 (configuration not stated)
  -4.2&1.1	u	21µM*	i	u	25µM*!	13µM*	-3.1%&-5.2%	-1%&0%
- CC1(C)Cc2nc(Cl)c(C#N)cc2CO1
  -3.5	i	-1%	i	1%	0%	-1%	0.0%	2%
- COC(=O)CCN(C(=O)c1cc([N+](=O)[O-])cc([N+](=O)[O-])c1)c1ccccn1
  0.8	u	-3%	i	-1%	-8%	-20%	0.3%	0%
- C/C(CC(=O)N(C(C)C)C(C)C)=N\NC(=O)COc1ccc(Br)cc1Br
  1.0	i	0%	i	-9%	6%	-4%	3.0%	1%
- O=C(O)c1ccccc1/C=N/N1CCN(C2c3ccccc3-c3ccccc32)CC1
  1.8	u	-13%	i	6%	-22%	-20%	-0.3%	0%
- O=C(CCCOc1ccc(Cl)cc1)N1CCCCC1
  -2.0	i	u	i	0%	-20%	-11%	2.6%	2%
- CC1(C)Cc2nc(N)c(=O)sc2C1
  -0.8	i	2%	i	0%	-3%	2%	-0.1%	0%
- Cc1ccc(Nc2nnc(-c3ccc(C)c(S(N)(=O)=O)c3)c3ccccc23)cc1
  x	i	x	x	-2%	8%	10µM*	2.6%	x
- COc1ccccc1NS(=O)(=O)c1ccc(NC(=O)c2[nH]nc(OC)c2[N+](=O)[O-])cc1
  0.1	i	-8%	i	-12%	12%	3%	0.3%	0%
- CCC1CCCCN1C(=O)COc1ccccc1NC(C)=O (configuration not stated)
  -0.1	i	-27%	i	5%	-27%	-1%	-0.5%	1%
- C=CCN1CC(=O)N2C(C)c3[nH]c4ccccc4c3C[C@H]2C1=O (some centres not stated)
  2.0	i	u	i	-1%	-13%	-1%	-0.7%	1%
- Cc1ccc(C2(C)NC(=O)N(CC(=O)N3CC(=O)Nc4ccccc43)C2=O)cc1 (configuration not stated)
  -1.7	u	3%	i	1%	6%	19%	-0.8%	0%
- O=C(N/N=C/c1ccc(O)cc1O)NC12CC3CC(CC(C3)C1)C2
  -2.4	i	24%	i	4%	-25%	-15%	-0.6%	2%
- COc1ccc(NC(=O)CSc2nc(-c3ccc(OC)cc3)[nH]c2-c2ccc(OC)cc2)cc1
  x	i	6%	x	0%	-49%	u	-0.4%	x
- COc1ccc(CCNC(=O)Cn2c(C)c3cnn(-c4ccccc4)c(=O)c3c2C)cc1OC
  x	i	11%	x	-2%	-4%	-6%	2.7%	x
- O=C1CC(NC(=O)C(F)(F)F)c2cc3c(cc21)OCO3 (configuration not stated)
  1.9	i	6%	i	2%	12%	1%	3.4%	1%
- COc1cccc(N2[C@@H](CC(=O)O)c3ccc(/C=C/C(=O)O)cc3S2(=O)=O)c1
  -0.3	i	5%	i	3%	0%&-4%	-3%&-1%	0.3%	x
- O=C(c1cccc2ccccc12)N1CCN(c2ccc([N+](=O)[O-])c(N3CCOCC3)c2)CC1
  -2.8	u	u	i	-20%	-4%	9%	4.2%	0%
- O=[N+]([O-])c1ccc2nc(NS(=O)(=O)c3ccccc3[N+](=O)[O-])sc2c1
  0.4	i	u	i	-4%	-19%	6%	2.7%	-2%
- CC(=O)Nc1ccc(/C=C/c2ccc3c([N+](=O)[O-])cccc3n2)cc1
  -1.1	i	u	i	-6%	8%	4%	3.2%	0%
- COc1ccc(CCNC(=O)c2cc(-c3ccc(C)cc3)nc3n[nH]c(-c4ccc(F)cc4)c23)cc1OC
  x	i	x	x	4%	-18%	5%	-0.7%	x

Complete entries, quoted from the list.
O=C(c1cccc2ccccc12)N1CCN(c2ccc([N+](=O)[O-])c(N3CCOCC3)c2)CC1 is listed with CCT chaperon mod: -2.8; S2 tox: u; Nrf2 inh: u; pAkt inh: i; A549 tox: -20%; HepG2 viability: -4%; TGFb inhibitor: 9%; Nrf2 activator: 4.2%; MmCpn inh: 0%
Cc1ccc(Nc2nnc(-c3ccc(C)c(S(N)(=O)=O)c3)c3ccccc23)cc1 is listed with CCT chaperon mod: x; S2 tox: i; Nrf2 inh: x; pAkt inh: x; A549 tox: -2%; HepG2 viability: 8%; TGFb inhibitor: 10µM*; Nrf2 activator: 2.6%; MmCpn inh: x

The results go on:
Below each SMILES – CCT chaperon mod	S2 tox	Nrf2 inh	pAkt inh	A549 tox	HepG2 viability	TGFb inhibitor	Nrf2 activator	MmCpn inh
- CN(C)CCN(C)C1CN(Cc2ccc([N+](=O)[O-])cc2)S(=O)(=O)C1 (configuration not stated)
  -1.0	i	x	i	x	-4%	1%	0.4%	x
- CN(C)S(=O)(=O)c1ccc(NC(=O)CSc2nnnn2C)cc1
  -5.1	i	-5%	i	-4%	-2%	5%	-0.8%	0%
- CCOC(=O)C1CCN(C(=O)C23CC4CC(CC(C4)C2)C3)CC1
  1.5	i	-2%	i	-19%	-9%	-3%	0.2%	-1%
- Cc1ccccc1Cn1cc(NC(=O)CCCn2nc([N+](=O)[O-])cc2C)cn1
  2.1	i	-16%	i	-14%	3%	11%	-0.2%	-3%

Single entries from the entries so far.
For TGFb inhibitor, CCOC(=O)C1CCN(C(=O)C23CC4CC(CC(C4)C2)C3)CC1 is entered as -3%
For Nrf2 activator, Cc1ccccc1Cn1cc(NC(=O)CCCn2nc([N+](=O)[O-])cc2C)cn1 is entered as -0.2%
